From PubChem BioAssay
MazF activator: increases E. coli MazEF RNase cleavage of RNA | 0.32% of 350,000 active | FAM/BHQ RNA-DNA oligo cleavage fluorescence, 5 h | AID 504720 | P0AE70 | activation, % at 20 µM; in the data active = activation above about 50%
Target sequence (P0AE70 whole entry, looked up): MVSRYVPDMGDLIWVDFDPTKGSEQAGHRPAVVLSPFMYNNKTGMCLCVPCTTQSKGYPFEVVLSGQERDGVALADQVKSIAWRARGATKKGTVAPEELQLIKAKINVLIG
3CLpro inhibitor: SARS-CoV 3CLpro protease inhibition. 0.14% of 290,000 active. recombinant SARS-CoV 3CLpro, quenched FRET peptide cleavage. AID 1706. P0C6X7. inhibition, % at 6 µM; in the data active = inhibition above about 12%
Anthrax LF prot: inhibitors of Bacillus anthracis lethal factor protease. inhibition, % at 10 µM. multiplex microsphere protease cleavage assay, LF. 0.12% of 360,000 active. AID 588501. P15917; note: plate controls were buffer without enzyme for full effect and enzyme alone for no effect
Target sequence (P15917 whole entry, looked up): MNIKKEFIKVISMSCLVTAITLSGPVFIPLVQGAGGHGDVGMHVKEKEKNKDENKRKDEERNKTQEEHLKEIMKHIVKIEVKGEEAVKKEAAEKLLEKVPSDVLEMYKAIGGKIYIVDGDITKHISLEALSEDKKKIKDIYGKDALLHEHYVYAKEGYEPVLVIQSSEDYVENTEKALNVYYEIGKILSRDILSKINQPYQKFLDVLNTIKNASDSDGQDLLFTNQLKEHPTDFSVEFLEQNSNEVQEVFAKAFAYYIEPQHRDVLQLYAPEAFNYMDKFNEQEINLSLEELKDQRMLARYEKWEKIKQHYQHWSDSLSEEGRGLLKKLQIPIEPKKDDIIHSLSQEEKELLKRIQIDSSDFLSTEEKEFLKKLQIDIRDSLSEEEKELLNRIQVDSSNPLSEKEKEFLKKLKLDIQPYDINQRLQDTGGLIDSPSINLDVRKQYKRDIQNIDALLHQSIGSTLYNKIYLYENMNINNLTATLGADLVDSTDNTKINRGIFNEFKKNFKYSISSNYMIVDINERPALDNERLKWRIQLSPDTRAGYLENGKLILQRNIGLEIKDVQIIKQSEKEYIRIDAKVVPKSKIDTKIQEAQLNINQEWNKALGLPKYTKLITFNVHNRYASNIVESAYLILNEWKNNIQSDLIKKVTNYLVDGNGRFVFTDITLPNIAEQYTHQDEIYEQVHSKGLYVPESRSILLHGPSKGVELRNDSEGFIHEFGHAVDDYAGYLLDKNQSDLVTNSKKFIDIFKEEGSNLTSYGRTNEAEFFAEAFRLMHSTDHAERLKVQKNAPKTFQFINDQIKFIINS
BoNT A protease: BoNT A light chain protease inhibition; 0.17% of 360,000 active; multiplex microsphere protease substrate cleavage, flow cytometry; inhibition, % at 10 µM; note: plate controls were buffer without enzyme for full effect and enzyme alone for no effect
SSB-PriA inh: K. pneumoniae PriA-SSBct interaction inhibition; inhibition, % at 33 µM; AlphaScreen SSBct-PriA binding, biotinylated peptide; 0.6% of 430,000 active; in the data active = inhibition mostly above about 37%, no sharp cut-off; inactive = mostly below about 20%;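 note: plate controls were negative control peptide for no effect and reference peptide for full effect; strong numbers were not always called active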
CCHF vOTU inh: CCHFV vOTU protease inhibition; 0.55% of 370,000 active; inhibition, % at 11.5 µM; Pep-AMC fluorescence; in the data active = inhibition above about 30%; note: 0% = vehicle wells with enzyme and 100% = no enzyme wells
PrPC TRFRET: cell surface PrPC inhibition, primary TR-FRET screen | TR-FRET read-out | inhibition, % at 13.8 µM | AID 720596 | P04156 | 0.43% of 370,000 active; in the data active = inhibition above about 24%; note: 0% = median of the test wells and 100% = reference compound wells
BoNT-F LC inh: inhibitors of Botulinum neurotoxin F light chain protease; Multiplex microsphere protease cleavage assay, flow cytometry; inhibition, % at 10 µM; 0.22% of 360,000 active; AID 588497; in the data active = inhibition above about 35%, passing the limit was not always enough; inconclusive = no clear call, values can overlap the other calls; note: plate controls were buffer without enzyme for full effect and enzyme alone for no effect
VHR inh abs: inhibitors of human VHR1 phosphatase (DUSP3) | recombinant VHR phosphatase, pNPP absorbance | inhibition, % at 13.3 µM | 0.52% of 290,000 active; in the data active = inhibition above about 50%; note: some compounds called inactive have numbers as strong as hits
Target sequence (P51452 whole entry, looked up): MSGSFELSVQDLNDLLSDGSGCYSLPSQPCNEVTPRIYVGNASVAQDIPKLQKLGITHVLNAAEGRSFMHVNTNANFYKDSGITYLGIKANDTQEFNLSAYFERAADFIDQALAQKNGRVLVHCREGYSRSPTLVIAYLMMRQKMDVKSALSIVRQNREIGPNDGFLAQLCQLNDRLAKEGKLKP
Rv3671c protease: Rv3671c (M. tuberculosis) protease inhibition; inhibition, % at 5.96 µM; 0.048% of 320,000 active; AID 2606; in the data active = inhibition above about 38%;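 note: extracellular domain of Rv3671c used as enzyme; 0% = enzyme with DMSO and 100% = no enzyme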
Active calls of the source: *; ? = inconclusive; / = no result given; & = joins results of further samples. Cut-off read from the data, not from the text of the source, unless noted: active = inhibition above about 30%; inconclusive = no clear call, values can overlap the other calls; inactive = below that. A portion of the library; count on the stated rates, not on these rows.

SMILES	MazF activator	3CLpro inhibitor	Anthrax LF prot	BoNT A protease	SSB-PriA inh	CCHF vOTU inh	PrPC TRFRET	BoNT-F LC inh	VHR inh abs	Rv3671c protease
Cc1ccccc1N1C(=O)C2C3CC(=O)C(c4ccccc43)C2C1=O (centres undefined)	-7.0	-3.3	1.1	0.4	0.3	9.8	-0.3	-0.5	0.1	3.8
O=C(C(c1ccccc1)c1ccccc1)N1CCN(Cc2ccc(Br)cc2)CC1	-12.0	0.4	-0.9	-0.6	-4.0	-11.5	-2.0	6.6	10.4	-3.9
CC(=O)c1ccc(NC(=S)Nc2ccc(N3CCOCC3)cc2)cc1	11.3	2.6	-4.3	-0.7	2.6	17.3	-3.4	-7.1	14.4	-27.9
O=C1N(Nc2ccccc2)C(c2ccc(Br)cc2)C12CCCCC2 (centres undefined)	4.9	1.2	8.6	0.7	-1.6	-1.3	-0.6	7.7	19.0	5.7
COc1cccc2c3c(c(=O)[nH]c12)CCC(C)(C)O3	0.9	-0.5	-11.7	-0.5	-0.5	5.9	6.7	9.2	-16.4	3.4
CCCCn1c(N)c(N(CCOC)C(=O)c2cc(=O)[nH]c3ccccc23)c(=O)[nH]c1=O	0.1	/	7.5	0.1	-2.9	-11.2	3.6	-0.5	/	-6.0
COc1ccccc1NC(=O)Nc1nc(CC(=O)Nc2cc(F)ccc2F)cs1	0.4	/	-0.2	-0.7	-12.0	-3.8	3.0	14.7	/	-19.7
O=C(Nc1ccc(N2CCOCC2)cc1)C1CCN(C(=O)OCc2ccccc2)CC1	2.1	1.1	-8.1	0.9	1.4	-7.8	0.6	-14.2	10.0	-2.3
COc1ccc([N+](=O)[O-])cc1N/C(=N/S(=O)(=O)c1ccccc1)c1ccccc1	0.1	4.0	1.6	-0.2	/	4.7	-11.5	-5.4	17.6	-7.3
Cc1ccc2c(c1)c1c3n2CCN(C=O)C3CCC1 (centres undefined)	6.2	1.2	-6.0	2.2	9.5	-2.8	-7.9	-33.2	7.4	1.9
COc1ccc(CN2C(=O)CSC2c2ccccn2)cc1 (centres undefined)	4.3	1.8	-30.2	?	-7.5	11.4	-6.3	?	5.9	-5.1
COc1ccc(CCNC(=O)C2=COCCO2)cc1	8.5	-3.9	2.8	-0.3	-6.3	-8.5	-1.5	3.9	13.4	4.8
O=C1Nc2cc(Cl)c(Cl)cc2N(O)N1c1ccc(Cl)cc1	7.3	0.8	1.1	0.2	-6.0	3.6	6.4	1.6	18.9	-5.8
CCOc1ccc(N2C(=O)C3ON(c4ccccc4)C(c4cccs4)C3C2=O)cc1 (centres undefined)	-3.3	1.6	-6.2	-0.3	-16.9	-4.0	-0.1	-0.3	4.0	-0.7
COc1ccc(N(CC(=O)Nc2nc3ccc(C)cc3s2)S(=O)(=O)c2c(C)nn(C)c2C)cc1	-17.5	6.4	-5.1	-1.2	5.1	5.5	-2.4	-9.7	16.6	-29.6
O=S(=O)(NCCC1CC1(Cl)Cl)c1ccc(Cl)cc1 (centres undefined)	9.4	-0.5	-6.8	0.2	-24.7	-8.8	-1.0	1.3	-2.7	3.0
O=C(O)c1ccc(-c2ccco2)n1Cc1ccccc1	-1.0	2.0	2.0	0.0	-6.9	14.3	2.8	-5.3	16.6	-0.2
O=C(CO)c1c[nH]c2ccccc12	/	/	1.4	0.0	/	-2.1	-0.9	3.5	/	/
CCN(CC)S(=O)(=O)c1ccc2[nH]c(=O)cc(C(=O)Nc3ccc(C)c(S(=O)(=O)N(CC)CC)c3)c2c1	-1.4	6.2	-1.7	-0.3	14.3	7.0	-2.7	-7.4	4.3	-53.5
CN1C(=O)c2cccc(NCCCCCCN3C(=O)c4ccccc4C3=O)c2C1=O	-6.6	-2.2	0.6	0.0	-9.1	3.2	-8.4	-7.3	28.3	-9.3

Sorted by molecular weight (low to high): some entries from above.
SMILES	MazF activator	3CLpro inhibitor	Anthrax LF prot	BoNT A protease	SSB-PriA inh	CCHF vOTU inh	PrPC TRFRET	BoNT-F LC inh	VHR inh abs	Rv3671c protease
O=C(CO)c1c[nH]c2ccccc12	/	/	1.4	0.0	/	-2.1	-0.9	3.5	/	/
Cc1ccc2c(c1)c1c3n2CCN(C=O)C3CCC1 (centres undefined)	6.2	1.2	-6.0	2.2	9.5	-2.8	-7.9	-33.2	7.4	1.9
CC(=O)c1ccc(NC(=S)Nc2ccc(N3CCOCC3)cc2)cc1	11.3	2.6	-4.3	-0.7	2.6	17.3	-3.4	-7.1	14.4	-27.9
COc1ccc(N(CC(=O)Nc2nc3ccc(C)cc3s2)S(=O)(=O)c2c(C)nn(C)c2C)cc1	-17.5	6.4	-5.1	-1.2	5.1	5.5	-2.4	-9.7	16.6	-29.6

Two of the compounds above, bar-delimited:
compound | MazF activator | 3CLpro inhibitor | Anthrax LF prot | BoNT A protease | SSB-PriA inh | CCHF vOTU inh | PrPC TRFRET | BoNT-F LC inh | VHR inh abs | Rv3671c protease
CN1C(=O)c2cccc(NCCCCCCN3C(=O)c4ccccc4C3=O)c2C1=O | -6.6 | -2.2 | 0.6 | 0.0 | -9.1 | 3.2 | -8.4 | -7.3 | 28.3 | -9.3
O=C1N(Nc2ccccc2)C(c2ccc(Br)cc2)C12CCCCC2 (centres undefined) | 4.9 | 1.2 | 8.6 | 0.7 | -1.6 | -1.3 | -0.6 | 7.7 | 19.0 | 5.7

New compounds follow:
SMILES	MazF activator	3CLpro inhibitor	Anthrax LF prot	BoNT A protease	SSB-PriA inh	CCHF vOTU inh	PrPC TRFRET	BoNT-F LC inh	VHR inh abs	Rv3671c protease
COc1ccc(C(CNC(=O)COc2ccccc2OC)N(C)C)cc1OC (centres undefined)	7.0	4.2	1.9	0.6	-2.4	3.5	-5.5	-3.7	6.2	-2.0
Cc1cccc(NC(=O)c2ccccc2OCC(=O)c2ccc(F)cc2)c1	9.0	3.5	-2.0	-1.3	-7.2	-4.5	6.2	-16.3	-6.9	-9.3
COC(=O)C1=C(c2ccc(OC(F)(F)F)cc2)C[C@@H]2CC[C@H]1N2C(=O)NCCO	2.4	/	1.4	-0.2	-1.6	-0.8	1.0	-1.1	/	-7.0
Cc1c(/C=N/n2cnnc2)c2ccccc2n1C	4.5	0.0	11.4	0.1	/	-1.8	-6.1	-2.8	-4.4	-2.5
C=CCNC(=S)N1CCN(c2ccc([N+](=O)[O-])cc2)CC1	5.0	0.2	-2.4	0.8	2.1	8.6	-24.4	-5.5	-13.3	2.6
Cc1ccc(OCc2nnc(SCC(=O)CC(=O)Nc3ccccc3)o2)cc1	-0.3	2.6	-1.8	0.4	-10.9	3.3	-7.8	-0.7	-26.1	-6.7
Nc1c(C=C2C=CC(=O)C=C2)c(=O)nc2sc(CC(=O)N3CCCC3)nn12	11.0	1.9	6.7	2.5	-2.6	9.1	-1.6	19.1	-3.6	12.9
O=C(CC1CCCC1)NCCS(=O)(=O)N1CCN(c2ccc(F)cc2)CC1	-6.5	/	2.2	0.4	-3.0	0.2	8.0	3.7	/	8.6
CCCCCCCCNC1=CC(=O)CC(C)(C)C1	1.6	0.6	-3.7	1.8	-11.0	-11.2	6.3	?	-17.0	4.4
O=S(=O)(NCC1CC1)c1ccc(F)c(Cl)c1	12.4	3.1	3.5	0.1	-19.4	-2.2	5.0	17.6	10.0	8.1
Nc1ccc(C(=O)O)c(O)c1	7.5&2.1&14.9	1.9&-3.0&3.2	-9.4&-6.3&-14.7	-0.8&-0.8&-1.2	1.1	1.6&1.6&-1.7	-2.7&-2.5&6.5	-8.3&-7.9&-6.0	21.9&6.6	5.9&-1.7&3.3&-6.7
Clc1ccccc1OCc1nnc(-c2ccccc2)o1	10.9	0.0	-1.6	-0.9	-34.7	-1.8	1.0	-5.8	14.9	-2.5
Cc1ccc(N2CC(C(=O)Nc3ccccc3C(=O)N3CCOCC3)CC2=O)cc1 (centres undefined)	-3.1	0.6	-3.3	-1.4	-2.4	19.4	-8.3	3.1	20.8	-0.1
CC(=O)N1c2ccc(F)c(F)c2C[C@H]1C	12.9	/	-2.8	0.5	4.2	-4.0	-3.4	4.7	/	-9.2
COc1c(C)cccc1C(=O)NCc1ccc2c(c1)OCO2	1.5	-2.7	-12.1	-0.6	-4.8	0.0	-0.7	35.6*	/	-2.5
O=C(N/N=C/c1ccc(OC(=O)c2ccc([N+](=O)[O-])cc2)cc1)c1cccnc1	2.3	-1.2	1.5	1.1	/	-4.9	0.8	2.6	24.0	-1.9
COc1ccccc1Cn1c(/C=C/c2ccccc2)nc2ccccc21	-13.0	0.9	-2.1	-0.1	-20.7	-38.9	3.8	-3.4	7.3	-13.9
C(#CCN1CCOCC1)COCCOC(c1ccccc1)c1ccccc1	-2.5	2.7	-1.7	-0.5	-4.4	12.6	-3.4	-6.3	-19.1	-0.1
CC(=O)c1ccc(N2CCN(S(=O)(=O)c3cccc4nonc34)CC2)cc1	12.0	-0.3	-23.9	-3.3	-4.6	7.4	-28.8	?	13.1	0.2
CCOc1cc(C(=O)N2CCc3cc(OC)c(OC)cc3C2)ccc1OC(F)F	/	1.1	/	/	/	1.5	9.8	/	3.8	-9.6
COc1ccc(C(=O)NCC(=O)N/N=C/c2ccc(C)o2)cc1OC	-2.9	1.0	0.4	-2.2	/	7.4	2.6	-10.8	-6.9	-0.4
COc1cccc(/C=C2\SC(=O)N(CCC(=O)NNC(=O)c3cccc(Cl)c3)C2=O)c1	-19.0	6.9	-0.7	-0.9	-13.6	-3.5	-2.8	-2.0	23.7	-12.7
COC(=O)c1cn(NC(=O)c2ccc([N+](=O)[O-])cc2Cl)c(=O)c2ccccc12	14.4	2.4	-1.2	0.3	7.3	-7.3	-3.7	2.3	9.1	-2.4
FC(F)(F)c1nc2ccccc2[nH]1	0.3	2.6	/	/	-18.0&-5.5	-5.1	5.3	/	-4.3	1.4
CC(C)OC(=O)c1ccc(NC(=O)c2ccccc2)cc1	-17.1	0.4	-1.6	-0.7	-8.6	15.0	0.4	-1.3	-2.7	-9.8
O=C(CSc1ncccc1C(=O)O)c1ccccc1	-1.2	-2.1	-2.9	-1.1	-9.0	-16.1	1.2	3.8	5.0	-11.2
COc1cccc(/C=N/Nc2nc3ccccc3n3cnnc23)c1O	4.5	3.4	-0.9	-0.6	/	0.3	-5.6	-5.0	16.4	11.6
CC(=O)c1cccc(NC(=O)c2cc(-n3cnnc3)ccc2Cl)c1	3.7	-0.9	-0.8	0.4	-8.6	0.2	8.8	1.2	7.2	-0.6
CCC1CCCCN1C(=O)CSc1nc(N)c(NC(=O)c2ccc(OC)c(OC)c2)c(=O)[nH]1 (centres undefined)	13.5	-0.1	-3.7	-0.4	-0.9	0.3	-1.5	-6.5	-5.0	-2.7
CC1(C(=O)NS(=O)(=O)c2ccc(Cl)cc2)CCN1C(=O)Cc1ccsc1 (centres undefined)	/	/	-3.3	-0.1	/	-0.3	2.8	0.8	/	/
Cc1ccc(C)c(N2CCN(C(=O)c3cc(S(=O)(=O)N4CCOCC4)cn3C)CC2)c1	0.6	-1.2	-2.5	-0.6	-3.5	-3.2	6.1	-6.7	-33.9	-2.5
COc1cc(C(=O)O/N=C2\C=CC(=O)C(C)=C2)cc(OC)c1OC	9.2	-1.2	-6.9	0.7	/	10.7	-18.5	0.3	2.7	-1.6
NC(=O)c1sc(-c2ccsc2)cc1NS(=O)(=O)c1ccc(C(F)(F)F)cc1	-11.3	8.2	/	/	-14.1	4.5	2.8	/	-1.3	-1.9
COC(=O)[C@@H]1C[C@H]2CC[C@H](O)C[C@H]2N1Cc1ccc(Cl)cc1	-0.7	/	-5.6	-0.3	-2.9	8.1	8.0	-2.7	37.7	-4.6
CC(=O)N(C)c1nnc(-c2ccccn2)s1	1.4	-0.8	3.5	0.1	-10.4	-9.4	9.1	0.5	7.5	11.4
CCN(CC)c1ccc(/C=N/N2CCN(Cc3ccc(C)cc3C)CC2)c(O)c1	3.9	3.6	-7.8	-2.3	/	0.7	6.5	-12.8	7.6	-7.2
C[N+](C)(C)C[C@H](O)CC(=O)[O-]	-0.1	/	-3.3	0.1	/	-4.7	-6.2	-16.0	/	-6.7
CN(C)CCNc1nc2sc3c(c2c(=O)n1CCc1ccccc1)CCCCC3	19.7	6.0	14.2	1.3	27.1	8.2	-2.7	-8.8	2.6	3.7
